# ROCK2 inh: inhibitors of human Rho kinase 2 | inhibition, % at 6 µM | 0.35% of 60,000 active | AID 604 | O75116 | purified ROCK2, Kinase-Glo ATP depletion luminescence;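 active means inhibition above the screen-wide mean inhibition plus 3 SD, cut at about 18% in these data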;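 further: plate controls were DMSO wells for no effect and Y-27632 control wells after no-enzyme background subtraction for full effect; many of its hits are not listed in these tables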
# A340 absorber: absorbance at 340 nm | compound absorbance at 340 nm, fold over control | fold change at 10 µM | 65,000 tested, under 10 active;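 active means at 10 µM dose, initial 340 nm absorbance at least 2 fold that of control wells; inactive means change under 2 fold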;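 further: initial absorbance extrapolated from kinetic A340 decline of NADH oxidation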
# Cdc25B block: inhibitors of human Cdc25B phosphatase. P30305. recombinant Cdc25B, OMFP fluorescence Ex485/Em525. inhibition, %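 (compounds tested at 10 µM final in the well)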. 0.1% of 65,000 active. AID 368; in the data active means inhibition above about 50%
# Target sequence (P30305 whole entry, looked up): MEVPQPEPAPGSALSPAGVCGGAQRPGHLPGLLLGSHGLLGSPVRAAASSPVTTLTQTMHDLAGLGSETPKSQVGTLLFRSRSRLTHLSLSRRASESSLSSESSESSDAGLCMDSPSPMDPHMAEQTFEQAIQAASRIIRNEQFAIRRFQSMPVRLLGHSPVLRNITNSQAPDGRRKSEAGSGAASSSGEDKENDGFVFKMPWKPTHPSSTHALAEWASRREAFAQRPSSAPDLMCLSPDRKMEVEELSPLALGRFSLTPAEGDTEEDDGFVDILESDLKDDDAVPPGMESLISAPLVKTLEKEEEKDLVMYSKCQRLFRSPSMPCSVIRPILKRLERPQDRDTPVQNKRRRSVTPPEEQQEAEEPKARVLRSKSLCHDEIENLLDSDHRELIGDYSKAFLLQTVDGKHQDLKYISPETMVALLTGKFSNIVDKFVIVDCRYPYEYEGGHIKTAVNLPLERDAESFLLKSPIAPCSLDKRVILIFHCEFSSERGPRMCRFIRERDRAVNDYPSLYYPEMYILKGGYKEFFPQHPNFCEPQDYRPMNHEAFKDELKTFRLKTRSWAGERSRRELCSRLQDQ
# JNK3 inh: inhibitors of human JNK3 kinase | P53779 | purified JNK3 kinase activity, HTS | inhibition, % at 8 µM | 0.61% of 60,000 active; in the data active means inhibition above about 17%;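 further: 0% = DMSO and 100% = reference inhibitor; many of its hits are not listed in these tables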
# DUSP1 inh: human dual specificity phosphatase 1 inhibition; P28562; recombinant MKP-1, OMFP hydrolysis fluorescence; inhibition, %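 (compounds tested at a single concentration somewhere between 10 and 100 µM)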; 0.15% of 65,000 active;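 active means inhibition above about 50%, limit read from the data; inconclusive means inhibition over screen mean plus 3 SD, below that limit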;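 further: 0% = DMSO max control wells and 100% = wells with enzyme stopped by NaOH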
# Target sequence (P28562 whole entry, looked up): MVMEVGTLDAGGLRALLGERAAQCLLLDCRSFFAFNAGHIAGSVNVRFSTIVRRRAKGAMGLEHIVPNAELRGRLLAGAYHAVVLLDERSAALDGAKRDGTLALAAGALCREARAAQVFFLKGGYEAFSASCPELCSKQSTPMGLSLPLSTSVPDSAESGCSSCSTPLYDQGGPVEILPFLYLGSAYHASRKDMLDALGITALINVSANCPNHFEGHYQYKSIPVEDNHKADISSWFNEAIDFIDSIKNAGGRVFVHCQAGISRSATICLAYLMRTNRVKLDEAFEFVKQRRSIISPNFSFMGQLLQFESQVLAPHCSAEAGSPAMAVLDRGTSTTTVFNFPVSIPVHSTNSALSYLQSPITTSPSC
# PKA inh: blocks human protein kinase A activity. inhibition, % at 6 µM. AID 524. P17612. PKA Kemptide phosphorylation, Kinase-Glo ATP luminescence. 0.1% of 65,000 active;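 active means inhibition above the screen-wide mean inhibition plus 3 SD, cut at about 21% in these data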; further: many of its hits are not listed in these tables
# Fluor 339 460: intrinsic fluorescence of library compounds, ex339/em460 – biochemical, MLSMR library, data from DPM-DC assay, artefact control, profiling panel; compound autofluorescence, ex339/em460 nm, NADH buffer; hits give high values; 1 = no-compound wells, NADH background; fluorescence fold increase at 10 µM; 5.5% of 65,000 active;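 active means at 10 µM, mean starting fluorescence two-fold or more over control wells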;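 further: signal is the first read of a kinetic run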
# Hsp90 block: displaces geldanamycin probe from tumor Hsp90; 0.35% of 64,000 active; P07900; inhibition, % at 30 µM; AID 429; NCI-N417 lysate Hsp90, Cy3B-geldanamycin FP displacement;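 active means inhibition above 50%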;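 further: 0% = tracer plus lysate wells and 100% = tracer alone without lysate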
# HER2 expr 66K: Her2 kinase expression inhibition; P04626; SKBR-3 HER2 protein level, AlphaScreen, 18-24 h; hits give low values; HER2 level % of control, % at 10 µM; 0.69% of 65,000 active;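 active means HER2 level under 5% of the carrier-only control; inconclusive means no clear call, values can overlap the other calls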;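 further: 100% = DMSO carrier and 0% = 500 nM PU-H71 HSP90 inhibitor; lower value means stronger loss of Her2 protein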
# * = called active by the depositor; u = inconclusive; x = not tested or not shown.
SMILES,ROCK2 inh,A340 absorber,Cdc25B block,JNK3 inh,DUSP1 inh,PKA inh,Fluor 339 460,Hsp90 block,HER2 expr 66K
CSc1ccc(C2C(C#N)=C(N)Oc3c2ccc(=O)c2c(C)oc(C)c32)cc1 (stereo not drawn),6,1.1,37,0,40,5,1.1,-16,87
O=C(CCCSc1nc2ccccc2[nH]1)NCc1ccco1,6,1,-25,-2,-1,8,1,-2,111
CC1(C)Cc2c(C#N)c(N3CCN(C(=O)c4ccco4)CC3)nc(-c3ccco3)c2CS1,4,1.1,9,2,-12,8,1.5,-10,100
COc1ccc(-c2cc3ccc(OCc4nn[nH]n4)cc3oc2=O)cc1OC,-3,1.2,-1,4,-10,5,1.8,-4,105
Cc1ccc(N(CC(=O)NCc2ccco2)C(=O)CCC(=O)Nc2ccccn2)cc1C,4,1,5,1,8,4,1.1,-1,91
CN(c1cccc(NC(=O)CCSc2ccccc2)c1)S(C)(=O)=O,-10,1,0,-4,5,-7,1.1,-4,65
O=C1CCc2cc(S(=O)(=O)N3CCN(c4cccc(C(F)(F)F)c4)CC3)ccc2N1,-4,1,-3,-4,4,-5,1.1,-1,91
CCOC(=O)N1CCC(NC(=O)C2CCN(S(=O)(=O)c3cccs3)CC2)CC1,x,1,-1,x,17,11,1.1,2,95
COc1ccccc1OCC(=O)Sc1ccc(C)cc1,4,1.1,-15,0,-7,2,1.1,1,77
CCOc1ccccc1OCC(=O)Nc1nnc(C)s1,7,1,-10,3,2,13,1,0,172
CC(=O)N(C)c1ccc(OCC(O)COc2ccc(N(C)C(C)=O)cc2)cc1,x,1,-5,x,10,5,1.1,0,101
Cn1c(=O)c2cc(S(=O)(=O)NC(C(=O)Nc3cccnc3)c3ccccc3)ccc2n(C)c1=O (stereo not drawn),6,1,-5,4,0,5,1.1,0,109
Cc1cccc(NC(=O)C2CCCN(S(=O)(=O)c3cccc4nsnc34)C2)n1 (stereo not drawn),-1,1,4,-3,8,-1,1.1,-1,78
CCC(C)Nc1nc2c(c(=O)n(C)c(=O)n2C)n1Cc1ccc(Cl)cc1 (stereo not drawn),0,1,-7,5,5,4,0.93,-2,85
O=C(O)CCCNS(=O)(=O)c1ccc(F)cc1,-2,1,3,-4,5,-5,1,-6,104
CC(CN1CCOCC1)(NS(=O)(=O)c1ccccc1)c1ccccc1 (stereo not drawn),2,0.99,-8,4,-8,3,1.1,-4,114
OC(C#CCN1CCOCC1)(c1ccccc1)C1CC1 (stereo not drawn),1,1,-10,3,13,8,1.1,3,94
Cc1ccccc1CS(=O)(=O)Cc1ccc(C(=O)NCc2ccco2)o1,-1,1,-4,-3,7,-4,1,-2,72
COc1ccccc1Oc1coc2c(CN3CCN(C)CC3)c(O)ccc2c1=O,3,1,-3,5,-9,5,3*,-3,121
N#Cc1c2n(c3c(-c4ccccc4)ncnc13)CCC2,11,1,-6,-4,3,7,0.99,-7,88
CSc1nnc(-c2ccc(NC(=O)CCc3ccccc3)cc2)n1C,4,0.98,3,-2,-18,8,1,1,86
COc1ccc(C2C(C(=O)N3CCN(c4ccccc4)CC3)c3ccccc3C(=O)N2C)cc1 (stereo not drawn),x,1,x,x,x,4,1.1,x,172
O=C(CSc1ccccc1)NCc1cccnc1,x,1,-15,x,4,-5,1.1,x,95
CCOc1ccc(C(=O)Nc2cccc(-c3nc4cccnc4o3)c2)cc1Cl,4,1,5,-6,33,4,1.1,-4,68
O=C(CSc1nc2ccccc2o1)N1CCCC1,-4,1,2,-3,-2,-6,1,2,105
CCOC(=O)N1CCC(NC(=O)c2ccc3c(c2)sc2nc(-c4cccc(OC)c4)cn23)CC1,6,0.98,2,-1,u,7,1.8,-4,86
CCCC1C2C(=O)N(c3ccccc3OC)C(=O)C2ON1c1ccccc1 (stereo not drawn),2,1,2,-19,-2,-5,1.1,-4,96
Cc1[nH]nc2c1C(c1ccc(-c3ccccc3C#N)o1)C(C#N)=C(N)O2 (stereo not drawn),40*,0.99,11,-4,-11,8,1.5,-6,112
O=c1c2ccccc2nnn1CSc1nc2ccccc2c(=O)n1Cc1ccco1,6,1,1,8,-16,4,1.1,-5,82
CCOCCn1c(CN2CCN(c3cccc(Cl)c3)CC2)nc2c1c(=O)n(C)c(=O)n2C,1,0.98,-4,-10,7,-6,1,-3,73
CC1CC(c2ccccc2)n2nc(N3C(=O)c4ccccc4C3=O)nc2N1 (stereo not drawn),4,1,0,4,24,7,1.1,-4,76
COC(=O)C(C)Sc1nc2c(c(=O)n(C)c(=O)n2C)n1Cc1cccc(C)c1 (stereo not drawn),3,0.99,-4,-2,-10,-1,1.1,0,93
O=C(CN1CCN(c2nc(-c3ccc(F)cc3)cs2)CC1)NCc1ccc2c(c1)OCO2,3,1,-5,5,16,13,1,-8,101
CC(C)N(C(=O)CSc1nnc(NC(=O)C2CCC2)s1)C(C)C,-1,0.99,-8,5,-11,-2,1,1,115
COc1ccc(-c2ccc(-c3nnc(-c4cc(OC)ccc4OC)o3)cc2)cc1,x,1.1,-4,x,-13,5,3.7*,-2,75
CCOc1ccc(N2CC(C(=O)Nc3ncccc3C)CC2=O)cc1 (stereo not drawn),x,1,x,x,x,-6,1.1,x,108
CCCCc1nc2ccccc2c(=O)n1NC(=O)c1c(O)c2cccc3c2n(c1=O)CC3,5,1.1,-10,-6,37,3,1.2,-2,56
CCC(=O)N1CCc2cc(Br)cc(S(=O)(=O)NCC3CCCN3CC)c21 (stereo not drawn),x,1,-19,x,2,6,1.1,x,162
O=C(NCCCn1ccnc1)c1cc(S(=O)(=O)N2CCOCC2)c(Cl)cc1Cl,x,1.1,-19,x,14,4,1.1,x,-32*
Cc1cc(-n2c(C)cc(C(=O)CN3C(=O)NC4(CCCC4)C3=O)c2C)no1,9,1,-9,-1,5,13,1.1,-5,112

# Given with values under each structure: part of the list above.
# Fields – ROCK2 inh	A340 absorber	Cdc25B block	JNK3 inh	DUSP1 inh	PKA inh	Fluor 339 460	Hsp90 block	HER2 expr 66K
- O=C1CCc2cc(S(=O)(=O)N3CCN(c4cccc(C(F)(F)F)c4)CC3)ccc2N1
  -4	1	-3	-4	4	-5	1.1	-1	91
- CCOC(=O)N1CCC(NC(=O)C2CCN(S(=O)(=O)c3cccs3)CC2)CC1
  x	1	-1	x	17	11	1.1	2	95
- COc1ccccc1OCC(=O)Sc1ccc(C)cc1
  4	1.1	-15	0	-7	2	1.1	1	77
- CCOc1ccccc1OCC(=O)Nc1nnc(C)s1
  7	1	-10	3	2	13	1	0	172
- CC(=O)N(C)c1ccc(OCC(O)COc2ccc(N(C)C(C)=O)cc2)cc1
  x	1	-5	x	10	5	1.1	0	101

# (cont.)
SMILES,ROCK2 inh,A340 absorber,Cdc25B block,JNK3 inh,DUSP1 inh,PKA inh,Fluor 339 460,Hsp90 block,HER2 expr 66K
Cc1c(NC(=O)COC(=O)c2cc3c4ccccc4n(C)c3s2)c(=O)n(-c2ccccc2)n1C,8,1.2,7,-3,33,8,3.2*,-4,86
CCCc1nc2oc(C(=O)OCC)c(N)c2c2c1COC(C)(C)C2,3,1.1,1,-5,-10,6,3.9*,-4,93
Cc1ccc(S(=O)(=O)N2CCC(C(=O)N3Cc4ccccc4C3)CC2)cc1,6,0.96,-7,2,-14,9,1.1,-3,125
CC(C(=O)NCc1cccnc1)N1C(=O)c2ccccc2C1=O (stereo not drawn),x,1,-8,x,10,2,1.1,-1,83
COC(=O)C1=C(C)NC2=C(C(=O)CC(C)(C)C2)C1c1cccc(C)n1 (stereo not drawn),-9,1.1,6,-5,28,5,3.7*,-1,91
CCn1cc(CNC(=O)c2cc(Cl)ccc2OC)c(C)n1,6,1,-2,4,1,10,0.96,-4,87
Cc1nc2ccc(NC(=O)c3ccc(Cl)s3)cc2s1,5,1,-2,7,8,6,1,0,89
CC1CCN(C(=O)CN2C(=O)C(C)(C)Oc3ccc(C(=O)NC4CCCC4)cc32)CC1,7,0.99,3,7,-8,8,1,0,71
CN1CCN(S(=O)(=O)c2ccc(N(C)CC(=O)Nc3ccc(F)cc3)nc2)CC1,3,1,-1,1,23,3,1.1,-4,90
O=C(NCc1ccco1)C(c1ccccc1)N(Cc1cccnc1)C(=O)Cn1nnc2ccccc21 (stereo not drawn),-4,0.97,-2,-3,14,-3,1.1,-3,89
CCCCn1nc(C(=O)NC2=NCCS2)c2ccccc2c1=O,4,1,-4,12,4,6,1.1,1,113
N#Cc1cn(-c2ccccc2)nc1-c1ccc2c(c1)OCCO2,9,1,-4,3,1,7,1.1,-3,104
O=c1[nH]c2ccsc2c(=O)n1-c1ccc(F)c(Cl)c1,x,1,-12,x,-8,-7,1.1,x,216
CN(CC(=O)N1CCc2ccccc21)S(=O)(=O)c1ccc(Br)s1,x,1,-8,x,-1,-1,1.1,-7,80
CCOc1cccc(C2C(C#N)=C(N)Oc3cc(C)oc(=O)c32)c1OCC (stereo not drawn),5,1,-4,-11,-20,4,1.1,3,54
CCOC(=O)N1CCN(C(=O)COc2ccccc2Cl)CC1,-6,1,-3,-10,5,-11,1.1,-2,111
CCCn1nnnc1SCC(=O)NCc1ccc(OC)cc1,x,1,-7,x,0,9,1.1,x,196
COC(=O)c1[nH]c2cccc(OC)c2c1NC(=O)CCN1CCC(C)CC1,5,1.1,1,-7,-21,10,2,-2,126
COC(=O)CN(c1ccccc1)S(=O)(=O)c1ccccc1,0,1,-11,0,6,4,1.1,-2,102
NC(=O)/C(=N\O)c1ccccc1,8,1,-20,2,-17,6,1,7,127
O=C(c1ccco1)N1CCN(c2ncnc3c2cnn3-c2ccccc2)CC1,0,1,7,4,-11,0,1.1,0,113
Cn1c(=O)c2c(nc(N3CCCCC3)n2CCSc2nc3ccccc3o2)n(C)c1=O,-6,0.98,-11,-5,9,-15,0.98,3,100
CCc1ncc(C(=O)c2ccc(OC)cc2)n1C,0,1,0,7,8,-4,1.1,1,77
CCN(C(=O)COc1ncnc2scc(-c3ccc(F)cc3)c12)C1CCS(=O)(=O)C1 (stereo not drawn),6,0.94,-8,0,33,13,1.1,-13,106
CC(Cc1cccs1)NC(=O)NC1CCCCC1 (stereo not drawn),17,0.98,-6,-3,-19,8,1.1,-3,100
CC12C=CC3(O1)C(C(=O)N(c1cccnc1)C3C(=O)NC1CCCCC1)C2C(=O)Nc1ccccc1 (stereo not drawn),x,1,-14,x,20,-2,1.1,-1,107
CCOc1ccc(S(=O)(=O)NC(C)(C)C)cc1-c1nc2c(C(C)(C)C)nn(C)c2c(=O)[nH]1,2,1.1,-28,-10,-2,0,1.1,1,14
O=C(CC1(O)C(=O)Nc2cc(Cl)cc(Cl)c21)c1ccncc1 (stereo not drawn),13,1,15,1,-5,14,1.1,-15,79
O=C(O)c1cccc(C(=O)Nc2cccc(NC(=O)C3CCCO3)c2)c1 (stereo not drawn),4,1,5,3,8,3,1.1,-1,88
CCOC(=O)C1=C(C)NC(C)=C(C(=O)OCC)C1C(=O)OCC(=O)N1CCC(C)CC1,2,1,-3,4,17,2,1.6,1,106
Nc1nc(SCC(=O)N2CCCc3ccccc32)n(-c2ccccc2)n1,-3,1.1,-2,0,-1,4,1.1,-2,x
COc1cccc(-n2c(COc3ccc(C)cc3)nnc2SCC(=O)O)c1,4,1,0,4,31,1,1.1,0,88
Cn1c(=O)[nH]c(=O)c2c1nc(N1CCN(Cc3ccccc3)CC1)n2CCCc1ccccc1,6,0.97,-16,-6,6,7,1,1,80
COc1ccc(C)cc1S(=O)(=O)Nc1ccc(F)c(Cl)c1,-5,1,-10,-5,10,3,1,1,75
O=C(CN(CC1CCCO1)C(=O)CNS(=O)(=O)c1ccccc1)NCc1ccccc1 (stereo not drawn),2,0.99,-2,0,10,10,1,-1,71
O=S(=O)(c1cccc(-c2nnc(SCc3nc4ccccc4s3)o2)c1)N1CCOCC1,2,1,-19,0,21,8,1.1,-14,64

# Compound activity deposited in PubChem by several laboratories.

# This is a subset; rates above refer to the full screens.
